H1N1 NS1A inhibition: NS1A inhibition, H1N1 influenza, cell based functional assay (AID 504329) | NS1A functional cell-based assay, percent inhibition; higher % means a stronger effect | inhibition, % at 12.5 µM; hits with a dose series show IC50 in µM | 0.3% of 340,000 active; in the data active = a potency from the dose series; inconclusive = inhibition above about 27% without an active follow-up result; note: strong numbers were not always called active
H37Rv inhibition: M. tuberculosis growth inhibition, HTS (AID 449762); M. tuberculosis H37Rv growth inhibition, 7H9 media; higher % means a stronger effect; inhibition, % at 25 µM, or IC50 in µM where a hit was titrated; 0.59% of 330,000 active; in the data active = a potency from the dose series; inconclusive = inhibition above about 70% without an active follow-up result;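 note: bacterial growth assessed after seven days of incubation; strong numbers were not always called active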
tuberculosis growth: growth inhibition of non-replicating M. tuberculosis (AID 488890). Mycobacterium tuberculosis non-replicating, growth inhibition; higher % means a stronger effect. one-dose inhibition, % at 25 µM; IC50 in µM for titrated hits. 0.39% of 320,000 active; in the data active = a potency from the dose series; inconclusive = inhibition mostly from about 82% at the one dose, without a potency; inactive = the rest, 99 in 100 with inhibition below about 76%;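 note: plate controls were DMSO cells for no effect and high antibiotic wells for full effect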
Salmonella PhoP GFP: Inhibition of PhoP regulon, Salmonella typhi GFP reporter cells, confirmation, 4 h (AID 1850); Salmonella Typhi PhoP-promoter GFP reporter, fluorescence, 4 h; higher % means a stronger effect; inhibition, % at 50 µM, or IC50 in µM where a hit was titrated; 0.33% of 310,000 active; in the data active = a potency from the dose series; inconclusive = inhibition mostly from about 25% at the one dose, without a potency; inactive = the rest, 99 in 100 with inhibition below about 19%;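 note: 0% = induced wells with vehicle and 100% = uninduced wells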
inhibitors of VEEV: inhibitors of VEEV TC-83 cytopathic effect, confirmation, Vero cells (AID 588727); Vero cells, VEEV TC-83 cytopathic effect inhibition; higher % means a stronger effect; 0.13% of 350,000 active; one-dose inhibition, % at 20 µM; IC50 in µM for titrated hits; in the data active = a potency from the dose series; inconclusive = inhibition mostly from about 14% at the one dose, without a potency; inactive = the rest, 99 in 100 with inhibition below about 12%; note: strong numbers were not always called active
inhibitors of VEEV 10K pilot screen: further read-out of inhibitors of VEEV, marked with its call; inhibition, %; measured here: 10K pilot screen inhibition
An asterisk follows results filed as active; i = inactive; ? = inconclusive; . = not tested or not shown; & = joins results of further samples.

SMILES | H1N1 NS1A inhibition | H37Rv inhibition | tuberculosis growth | Salmonella PhoP GFP | inhibitors of VEEV | others
Cc1ccc(S(=O)(=O)N2CCN(C(=O)N(c3ccccc3)c3ccccc3)CC2)cc1 | 20% | 0% | 19% | -8% | 1.5%
O=C(NC(NCC1CCCO1)C(Cl)(Cl)Cl)c1cccc2ccccc12 (configuration not stated) | 7% | 37% | 16% | -1% | 1.9%
O=C(CCc1nnc(Cc2ccc(-c3ccccc3)cc2)o1)NCCc1ccccn1 | -1% | 5% | 30% | 2% | i
O=C1CCC(=O)N1CN(Cc1ccco1)CN1C(=O)CCC1=O | 3% | -3% | -5% | 12% | 0.6%
CCOC(=O)c1sc(N2C(=O)C(O)=C(C(=O)c3ccc(C)o3)C2c2cccc([N+](=O)[O-])c2)nc1C (configuration not stated) | -27% | -14% | 38% | -6% | 2.2%
Cc1ccn2c(=O)nc(SCC(=O)N3CCCc4ccccc43)nc2c1 | -4% | 4% | -6% | 7% | 2.8%
CC(C)c1ccc(CNC(=O)C(=O)NCC2CCCO2)cc1 (configuration not stated) | -15% | 3% | 16% | 0% | 0.8%
NC(=O)c1ccc(NC(=O)CSc2nnc(-c3ccncc3)n2Cc2ccco2)cc1 | . | 0% | -5% | 0% | 0.3%
COc1ccccc1-n1c(=S)[nH]c2c(sc(=S)n2-c2ccc(C)cc2C)c1=O | 4% | 10% | 14% | 5% | 3.8%
O=C(CCNS(=O)(=O)c1ccc(OC(F)(F)F)cc1)NCCc1c[nH]c2ccccc12 | -4% | 3% | 34% | . | 2.9%
CCC(=O)N1CCN(c2ccccc2NC(=O)COc2ccccc2Cl)CC1 | -8% | 7% | 31% | -7% | 7.9%
Cn1nc(C(F)(F)F)c(C(=O)Nc2ccc(F)cc2F)c1Sc1ccc(Cl)cc1 | -3% | -10% | 0% | 9% | i
CCC1([N+](=O)[O-])COP(=O)(NCc2cccnc2)OC1 (configuration not stated) | -1% | . | . | . | 0.5%
COc1ccc(-c2noc(-c3ccc4c(c3)OCO4)n2)cc1 | -6% | 2% | 8% | 1% | 0.9%
Cc1cc(NC(=O)CSc2nc(C)c(C)n2CC(C)C)no1 | -10% | -5% | 24% | . | 0.7%
CCC(=O)N(CCN1CCOCC1)Cc1cc2cc3c(cc2nc1Cl)OCO3 | 5% | -1% | -1% | -9% | i
O=C(C1=C[C@H](c2csc3ccccc23)C[C@H](OCCCCO)O1)N1CCOCC1 | 4% | 1% | 22% | -2% | 9.9%
CC(C)[N+](C)(CCOC(=O)C1c2ccccc2Oc2ccccc21)C(C)C | 3% | -2% | 10% | -1%&-4% | 1.9%
COC(=O)[C@@H]1C[C@@]2(O)[C@@H](O)[C@@H](O)[C@@H](O)C[C@H]2N1Cc1ccc(C(F)(F)F)cc1 | -7% | -13% | -12% | -3% | 0.2%
O=C1Nc2ccc(Br)cc2C12NNc1ccccc1O2 (configuration not stated) | 11% | 23µM* | ? | 10% | i
Cc1ccc(C)c(C2C(C#N)=C(N)Oc3cc(C)oc(=O)c32)c1 (configuration not stated) | 1% | 0% | -8% | -8% | 2.1%
CCC(=O)NC(NC(=S)Nc1cccc2cccnc12)C(Cl)(Cl)Cl (configuration not stated) | 16% | 0% | 18% | 3% | i
OCC1(Cc2ccccc2)CCN(Cc2cc3ccccc3o2)CC1 | -6% | -2% | 5% | -4% | 1.0%
Cc1ccc(C(=O)NC(=S)Nc2ccc3[nH]c(=O)[nH]c3c2)c(C)c1 | -2% | -6% | -14% | -9% | 0.3%
Cc1ccc(NC2=C(Cl)C(=O)OC2OC(C)C)c(C)c1 (configuration not stated) | 0% | 0% | 3% | -20% | i
NS(=O)(=O)c1cccc(NC(=O)COC(=O)C2CCCCC2)c1 | -8% | 1% | 3% | 2% | 1.7%
O=C(COC(=O)c1cccnc1)Nc1ccc(F)cc1 | -11% | 1% | 0% | 1% | 2.3%
O=C(NC1CCCCC1)C(c1ccc(F)cc1)N(CCc1ccccc1)C(=O)CN1C(=O)c2ccccc2S1(=O)=O (configuration not stated) | 1% | -14% | -13% | -12% | i
COC(=O)c1c(C)oc(C)c1S(=O)(=O)Nc1ccccc1 | 10% | 4% | 5% | -2% | 0.3%
CN(C)c1ccc(C(=O)NC2(N3CCC3=O)CCCC2)cc1 | -8% | 0% | -15% | -20% | 0.8%
C=CCc1cccc(C=Nc2cccn3cc(-c4ccccc4)nc23)c1O | 12% | 7% | 16% | -1% | 2.6%
CC1CCN(S(=O)(=O)c2ccc(NC(=O)C3CSC4(C)CCC(=O)N34)cc2)CC1 (configuration not stated) | -13% | 0% | 25% | 16% | 7.2%
COc1ccc(N2CCC(CNC(=S)Nc3cccc(C)c3)C2)cc1 (configuration not stated) | 27% | ? | 74% | 0% | 6.0%
COc1ccc2cc(C(=O)N3CCc4ccccc43)[nH]c2c1 | 26% | 2% | 18% | -7% | 0.1%
CN=C1C=C/C(=N/N=c2\ccn(O)cc2C)C=C1C | 29% | 6% | 4% | 21% | 1.2%
O=C(CSc1cn[nH]n1)Nc1ccccc1C(F)(F)F | 8% | 0% | -2% | -9% | 0.5%
COc1cccc2cc(C(=O)OCc3ccccc3)c(=O)oc12 | 3% | 10% | ? | 3% | 0.9%
Cc1cc(C)n(CC(O)COc2ccccc2Br)n1 (configuration not stated) | -4% | 3% | 29% | 2% | 0.6%
O=C(COC(=O)/C=C/c1ccc(F)cc1)Nc1ccc2[nH]c(=O)[nH]c2c1 | 7% | 5% | 2% | -11% | i
c1ccc(-c2n[nH]nc2-c2ccccc2)cc1 | -6% | -12% | 6% | -19% | 3.4%
O=C(O)c1nn(CCSc2ccccc2F)c(=O)c2ccccc12 | 16% | 11% | 8% | 5% | i
COc1ccc(-c2noc(CN(C)C(=O)c3ccc4c(c3)OCO4)n2)cc1OC | -9% | -3% | -2% | -10% | 1.6%
N/C(Cn1cncn1)=N\NC(=O)C(=O)Nc1cccc(C(F)(F)F)c1 | -3% | 4% | 14% | 6% | 0.9%
Clc1cccc(CNCCc2c[nH]c3ccccc23)c1 | 6% | 17% | 22% | 3% | i
CC(=O)Nc1cccc(NC(=O)CSc2nn3c(=O)c(C)nnc3s2)c1 | 10µM* | -4% | . | -10% | 4.1%
CCNC(=S)N1CCCC(c2nc3ccc(C)cc3[nH]2)C1 (configuration not stated) | -2% | 0% | 6% | 4% | 0.9%
CN(C(=O)CC1C(=O)NCCN1Cc1ccc(F)c(F)c1)C1CCOCC1 (configuration not stated) | -5% | -5% | -3% | -11% | i
O=C(NCc1ccccn1)c1cc(-c2ccc(Br)cc2)nc2ccccc12 | -4% | 9% | -11% | -5% | 5.7%
O=C(C[C@@H]1C/C=C\CC[C@@H](Cc2ccc(F)cc2)C(=O)OC[C@@H]2CCCN2C1=O)NCCO | -19% | 2% | 21% | . | 1.6%
CCN1C(=O)C(CC(=O)Nc2ccc(OC)cc2)N(CCc2ccccc2F)C1=S (configuration not stated) | -18% | 6% | 23% | -2% | 3.0%

(listing goes on)
SMILES | H1N1 NS1A inhibition | H37Rv inhibition | tuberculosis growth | Salmonella PhoP GFP | inhibitors of VEEV | others
O=C1CC(c2ccccc2F)c2cc3c(cc2N1)CCC3 (configuration not stated) | -6% | 4% | 9% | -1% | 0.4%
COCC(=O)Nc1ccc2c(c1)OCC(=O)N2Cc1ccc(C)cc1 | -3% | 4% | 0% | -2% | 3.9%
CCN(CC)c1ccc(NC(=O)CC2Oc3ccccc3NC2=O)c(C)c1 (configuration not stated) | -9% | 3% | 3% | -16% | 0.1%
COc1cc(/C=C(/C#N)c2nc3ccccc3[nH]2)ccc1OC(=O)c1ccco1 | -10% | 9% | 58% | 16% | 2.8%
Nc1c(-c2ccc3c(c2)OCCO3)oc2ccccc2c1=O | -8% | 1% | 11% | 9% | 1.4%
Cc1c(OC(C)C(=O)NCC(O)c2ccccc2)ccc2c3c(c(=O)oc12)CCCC3 (configuration not stated) | -17% | 3% | 3% | -6% | 7.3%
O=C1C(=Cc2cccn2-c2ccc(O)cc2)C(=O)c2ccccc21 | 8% | -1% | -7% | -10% | i
O=C(CCCn1cncn1)N1CCCC(N2CCN(c3ccc(F)cc3)CC2)C1 (configuration not stated) | -8% | -12% | -14% | 0% | 0.2%
CCCCCC(=O)Nc1ccc(S(=O)(=O)Nc2nccnc2OC)cc1 | 3% | 2% | 46% | 1% | i
CN1CCC(=NNC(=O)C(=O)Nc2cccc(Br)c2)CC1 | -2% | -2% | 41% | 10% | 1.4%

Entries listed so far containing a cyano group:
SMILES | H1N1 NS1A inhibition | H37Rv inhibition | tuberculosis growth | Salmonella PhoP GFP | inhibitors of VEEV | others
Cc1ccc(C)c(C2C(C#N)=C(N)Oc3cc(C)oc(=O)c32)c1 (configuration not stated) | 1% | 0% | -8% | -8% | 2.1%
COc1cc(/C=C(/C#N)c2nc3ccccc3[nH]2)ccc1OC(=O)c1ccco1 | -10% | 9% | 58% | 16% | 2.8%

(further entries)
SMILES | H1N1 NS1A inhibition | H37Rv inhibition | tuberculosis growth | Salmonella PhoP GFP | inhibitors of VEEV | others
COc1ccc(OC)c(NC(=O)C(CCSC)NS(=O)(=O)c2cccs2)c1 (configuration not stated) | 0% | -8% | -4% | -1% | 0.8%
O=c1[nH]c(=O)n(-c2ccccc2F)c(O)c1C=NCCC1=CCCCC1 | 5% | -8% | -15% | 12% | 2.9%
COc1ccc(NC(=O)CSc2nnc(C3CC3)n2C)cc1S(=O)(=O)N1CCCCC1 | -12% | 7% | 6% | . | 2.7%
CN(C)Cc1c(C(=O)Nc2ccccc2)[nH]c2ccccc12 | -6% | 0% | -3% | 1% | i | inhibitors of VEEV 10K pilot screen=0.9
O=c1cc(CO)oc(CN2CCCC2)c1O | -4% | 1% | 2% | -7% | i
CCOCCCNC(=O)c1ccc2c(c1)N(CC)C(=O)c1ccccc1S2=O (configuration not stated) | -8% | -1% | -2% | 4% | i
CCCCNC(=O)N1CCCC(C(=O)c2cc(C)c(OC)c(C)c2)C1 (configuration not stated) | -3% | 3% | 70% | 2% | 0.5%
CN(c1ccccc1C(=O)NCc1ccco1)S(C)(=O)=O | -1% | -11% | 7% | 6% | 2.8%
CCN1CCn2c3c(c4cc(C)ccc42)CCCC31 (configuration not stated) | 6% | 21% | 34% | -11% | i
COc1ccc(CNC(=O)C(C)N(Cc2ccccc2OC)C(=O)c2snc(C(N)=O)c2N)cc1 (configuration not stated) | 11% | -3% | 38% | 7% | 8.9%

Reprinted from the part before: five compounds; new compounds follow.
SMILES | H1N1 NS1A inhibition | H37Rv inhibition | tuberculosis growth | Salmonella PhoP GFP | inhibitors of VEEV | others
CCOCCCNC(=O)c1ccc2c(c1)N(CC)C(=O)c1ccccc1S2=O (configuration not stated) | -8% | -1% | -2% | 4% | i
CCCCNC(=O)N1CCCC(C(=O)c2cc(C)c(OC)c(C)c2)C1 (configuration not stated) | -3% | 3% | 70% | 2% | 0.5%
CN(c1ccccc1C(=O)NCc1ccco1)S(C)(=O)=O | -1% | -11% | 7% | 6% | 2.8%
CCN1CCn2c3c(c4cc(C)ccc42)CCCC31 (configuration not stated) | 6% | 21% | 34% | -11% | i
COc1ccc(CNC(=O)C(C)N(Cc2ccccc2OC)C(=O)c2snc(C(N)=O)c2N)cc1 (configuration not stated) | 11% | -3% | 38% | 7% | 8.9%
c1csc(-c2nn3c(Cn4nnc5ccccc54)nnc3s2)c1 | -10% | -3% | -1% | 7% | i
Cc1ccc2nc(-c3ccccc3)cc(C(=O)N(C)CC(=O)Nc3ccccc3Br)c2c1 | -3% | ? | 51% | -5% | 9.1%
CCN(/C=N/S(=O)(=O)c1ccc(Cl)cc1)CC | -13% | 1% | 3% | 2% | 0.9%
COc1ccc2oc(C(=O)OCC(=O)N3CCC(C)CC3)c(C)c2c1 | -6% | 5% | 72% | 2% | 7.0%
Cc1ccc(S(=O)(=O)N2C(=O)C(c3ccccc3)SC2=Nc2ccccc2)cc1 (configuration not stated) | -3% | 3% | -5% | 2% | 1.9%
C/C=C(/CCC1NCCc2c1[nH]c1ccccc21)[Si](C)(C)C (configuration not stated) | -9% | . | . | . | ?
Cc1cc(NC(=O)c2cccc(S(=O)(=O)N3CCCCC3)c2)no1 | 19% | 7% | 12% | -5% | 2.2%
CC(=O)c1sc(NC(=O)c2ccc(Br)o2)nc1C | -4% | -15% | 36% | -5% | 4.9%
COC(=O)c1ccc2nc(NC(=O)C3CCCCC3)sc2c1 | 5% | 2% | 51% | 6% | 0.5%
Cc1cc(Br)ccc1OCC(=O)NNC(=O)c1cnccn1 | 6% | ? | 6.1µM* | 0% | 0.8%
COc1cc(/C=N/Nc2cc(C)nc(N)n2)ccc1O | -14% | 2% | 20% | -5% | 2.2%
CC(Sc1nnc(CNC(=O)c2ccccc2F)n1C)C(=O)Nc1nccs1 (configuration not stated) | -6% | 1% | -1% | -4% | i

Screening data as filed in PubChem.
